Screening results as filed in PubChem.
Furin inhibitor = human furin inhibition; purified furin, fluorogenic substrate cleavage; inhibition, % at 30 µM; 0.061% of 220,000 active; in the data active = inhibition above about 25%; note: inactives centre near -15
zfTRPN1 agonist = activates the zebrafish TRPN1 channel. activation, % at 3 µM. 0.18% of 220,000 active. HEK293 zebrafish TRPN1-YFP, Fluo-8 calcium fluorescence; 100% = response to 87 µM carbachol. AID 1424;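 active = activation above its plate's cutoff, the mean activation of test wells on that plate plus 3 SD, cut at about 19% in these data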;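 note: 0% = DMSO alone and 100% = 87 µM carbachol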
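Control set: carbachol 87 µM as high control, DMSO as low control; system: HEK293 stable line with zebrafish TRPN1-YFP; read-out: % activation versus carbachol response; detection: intracellular calcium fluorescence with Fluo-8; doses: single test compound dose, 3 µM nominal, 0.3% DMSO; schedule: dye 1 h 37 °C plus 30 min RT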
Calpain2 inh = blocks pig calpain II enzyme activity | purified calpain II, fluorogenic peptide substrate, 30 min | inhibition, % at 16 µM | 0.37% of 220,000 active | AID 1236;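 active = inhibition above about 50%, limit read from the data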
thrombin 1536 = blocks human thrombin protease activity; alpha-thrombin, Boc-VPR-AMC fluorogenic substrate cleavage; inhibition, % at 5 µM; 0.26% of 220,000 active;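 active = inhibition at or above 40%; inactive = inhibition below 40%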;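 note: 0% = enzyme with no compound and 100% = wells without enzyme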
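Material: human alpha-thrombin protein. Incubation: reaction at ambient temperature. Technique: fluorescence of released AMC, ex 355 nm, em 460 nm. Control set: no-compound enzyme wells and no-enzyme blanks. Also added: Boc-VPR-AMC substrate, 15 µM final. Buffer or medium: pH 7.5 Tris (50 mM) with NaCl 150 mM, Tween 20 0.05%.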
TbHK1 inh = blocks Trypanosoma brucei hexokinase 1 activity; recombinant TbHK1, G6PDH-coupled NADH A340; inhibition, % at 10 µM; 0.11% of 220,000 active; AID 1430;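 active = inhibition of 50% or more in the single-dose primary screen; inactive = inhibition below 50%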
TRPML3 ag = activates the human TRPML3 channel | Q8TDD5 | HEK293 TRPML3-YFP, Fluo-8 calcium fluorescence; 100% = the carbachol control signal | activation, % at 3 µM | 0.29% of 220,000 active;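 active = activation above its plate's cutoff, the mean activation of the plate's test wells plus 3 SD, cut at about 12% in these data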;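 note: 0% = DMSO only wells and 100% = carbachol wells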
Target sequence (Q8TDD5 whole entry, looked up): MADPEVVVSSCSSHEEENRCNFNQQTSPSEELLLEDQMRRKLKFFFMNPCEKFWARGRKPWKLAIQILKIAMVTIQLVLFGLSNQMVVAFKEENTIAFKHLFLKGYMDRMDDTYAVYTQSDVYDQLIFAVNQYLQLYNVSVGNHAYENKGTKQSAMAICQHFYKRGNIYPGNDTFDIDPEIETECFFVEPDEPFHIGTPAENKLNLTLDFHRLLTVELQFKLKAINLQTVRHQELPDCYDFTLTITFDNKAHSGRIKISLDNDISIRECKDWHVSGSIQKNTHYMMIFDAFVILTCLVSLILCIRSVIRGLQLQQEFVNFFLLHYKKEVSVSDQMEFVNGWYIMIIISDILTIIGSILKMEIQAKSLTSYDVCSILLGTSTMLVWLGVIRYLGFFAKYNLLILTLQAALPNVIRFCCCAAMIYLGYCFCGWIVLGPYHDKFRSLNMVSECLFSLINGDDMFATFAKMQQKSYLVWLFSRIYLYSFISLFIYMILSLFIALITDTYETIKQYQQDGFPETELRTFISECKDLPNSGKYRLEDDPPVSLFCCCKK
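Material: TRPML3-YFP stable HEK293 cells | Dosing: One concentration, 3 µM nominal, 0.3% DMSO | Timing: 125 s total fluorescence read per well | Technique: Fluo-8 calcium dye fluorescence, ex 470-495, em 515-575 nm | Measure: Percent activation from peak-to-basal fluorescence ratio, scaled between DMSO and carbachol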
PPC-1+TRAIL kill = kills PPC-1 cancer cells in the presence of TRAIL. PPC-1 cells + TRAIL, ATPLite viability luminescence. cell killing (% activity), % at 4 µM. 0.41% of 220,000 active. AID 1443;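 active = cell killing above 50% in the first pass at 4 µM, then a duplicate retest at 5 µM averaging 50% or more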;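 note: plate controls were cells with TRAIL plus DMSO for no effect and medium-only wells lacking cells for full effect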
KCC2 mod = KCC2 (human) Cl- transport modulation | 2.2% of 190,000 active | Q9H2X9 | KCC2 cells, thallium flux FluoZin-2 fluorescence | B-score of Tl+ flux slope (higher = more flux/activation; lower = inhibition) at 10 µM;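 active = thallium flux slope and its plate-corrected score both differing from the plate sample mean at a set confidence after two filtering rounds, in either direction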;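 note: slope of fluorescence scaled to starting intensity during 10 to 20 s after thallium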
EBV gp42 block = inhibitors of Epstein-Barr virus glycoprotein 42; Q1HVG2; Fluorescence polarization binding assay, mP read-out; inhibition, % (tested at 21.74 µM); 0.42% of 220,000 active; AID 1085; in the data active = inhibition above about 50%
Target sequence (Q1HVG2 whole entry, looked up): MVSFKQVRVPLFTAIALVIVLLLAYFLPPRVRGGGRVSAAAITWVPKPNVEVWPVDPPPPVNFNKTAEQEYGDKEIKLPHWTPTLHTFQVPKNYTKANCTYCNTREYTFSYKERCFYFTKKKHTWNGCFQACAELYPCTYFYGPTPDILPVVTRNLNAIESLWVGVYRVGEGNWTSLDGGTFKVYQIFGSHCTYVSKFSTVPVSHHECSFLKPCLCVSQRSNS
Numbers without * were called inactive; / = no result given; [ ] = another dose, or the depositor's remark.

SMILES | Furin inhibitor | zfTRPN1 agonist | Calpain2 inh | thrombin 1536 | TbHK1 inh | TRPML3 ag | PPC-1+TRAIL kill | KCC2 mod | EBV gp42 block
CCCCNc1ccc(C(CC(N)=O)NC(=O)Cc2ccc(Br)cc2)cc1[N+](=O)[O-] (stereo not drawn) | -14 | / | 6 | -1 | -8 | / | -5 | -0.19 | -50
Nn1c(SCc2ccccc2)nc2c(cnn2-c2ccccc2)c1=O | -8 | 1.4 | 28 | 7 | 8 | 0.3 | 15 | 0.69 | 5
Cc1ccc(C(=O)NC2CCS(=O)(=O)C2)cc1S(=O)(=O)N1CCOCC1 (stereo not drawn) | -21[20 µM] | -0.8 | -17 | -5 | 6 | 0.7 | 36 | / | -19
Cc1cc(SCC(=O)Nc2ccc(O)cc2)n2ncc(-c3ccccc3)c2n1 | -20 | -0.3 | -26 | 2 | -16 | 1.9 | -7 | 0.15 | -5
CC(=O)Nc1ccccc1C(=O)C(=O)Nc1cccc(C(=O)NCC2CCCO2)c1 (stereo not drawn) | -27 | 2.2 | 93* | -1 | -4 | 1.6 | 20 | -0.5 | -3
CCOC(=O)C1=NN(c2cccc(C)c2)C2(S1)SC(C(C)=O)=C(C)N2c1ccccc1 (stereo not drawn) | -14[20 µM] | -2.2 | -24 | 2 | -18 | 0.5 | 11 | -0.57 | 5
O=C(O)c1nccnc1C(=O)N1CCN(c2ccccc2)CC1 | -17 | -0.4 | -12 | -3 | -1 | 1.0 | 9 | 0.6 | -5
CC(C)[C@H](NC(=O)Nc1cccc(C(F)(F)F)c1)C(=O)O | -29 | 0.4 | 2 | 6 | 1 | 0.2 | -11 | -0.45 | -21
Cc1csc2ncc(C(=O)N3CCCc4ccccc43)c(=O)n12 | -5 | 0.5 | 3 | -7 | -51 | 1.2 | -7 | 0.23 | -18
CCOc1ccc(NC(=O)Nc2ccc3c(c2)N(C)C(=O)CS3)cc1 | -14 | 2.8 | -25 | -5 | 1 | 1.4 | 7 | 1.5 | 1
Cc1cc(C)n(-c2cc(-n3nc(C)cc3C)ncn2)n1 | -12 | -0.8 | 18 | 3 | 1 | 0.8 | 2 | -0.98 | -9
CCCn1nnnc1SCC(=O)c1ccc2c(c1)OCCO2 | 9[20 µM] | -0.7 | -26 | 9 | -3 | -0.1 | 12 | -0.41 | -8
COc1cc2cc(CN(Cc3ccc4c(c3)OCO4)C(=O)c3ccco3)c(=O)[nH]c2cc1OC | -17[20 µM] | -1.4 | / | / | -26 | 0.2 | / | -1.2 | /
CC1CCCCN1CCNC(=O)C1CCN(S(=O)(=O)c2cccc3cccnc23)CC1 (stereo not drawn) | -19 | 1.9 | -50 | -5 | -3 | 0.3 | 12 | -0.43 | 20
Cc1ccc(-c2cc(C(F)F)nc(NCc3cccs3)n2)cc1 | -29 | -0.1 | -8 | -4 | 3 | 0.7 | 10 | 0.37 | -1

The closing six records of the section above open the next one:
SMILES | Furin inhibitor | zfTRPN1 agonist | Calpain2 inh | thrombin 1536 | TbHK1 inh | TRPML3 ag | PPC-1+TRAIL kill | KCC2 mod | EBV gp42 block
CCOc1ccc(NC(=O)Nc2ccc3c(c2)N(C)C(=O)CS3)cc1 | -14 | 2.8 | -25 | -5 | 1 | 1.4 | 7 | 1.5 | 1
Cc1cc(C)n(-c2cc(-n3nc(C)cc3C)ncn2)n1 | -12 | -0.8 | 18 | 3 | 1 | 0.8 | 2 | -0.98 | -9
CCCn1nnnc1SCC(=O)c1ccc2c(c1)OCCO2 | 9[20 µM] | -0.7 | -26 | 9 | -3 | -0.1 | 12 | -0.41 | -8
COc1cc2cc(CN(Cc3ccc4c(c3)OCO4)C(=O)c3ccco3)c(=O)[nH]c2cc1OC | -17[20 µM] | -1.4 | / | / | -26 | 0.2 | / | -1.2 | /
CC1CCCCN1CCNC(=O)C1CCN(S(=O)(=O)c2cccc3cccnc23)CC1 (stereo not drawn) | -19 | 1.9 | -50 | -5 | -3 | 0.3 | 12 | -0.43 | 20
Cc1ccc(-c2cc(C(F)F)nc(NCc3cccs3)n2)cc1 | -29 | -0.1 | -8 | -4 | 3 | 0.7 | 10 | 0.37 | -1
COC(=O)C1=C(C)N(c2ccc(OC)c(OC)c2)C(=O)/C1=C\c1ccco1 | -2 | -0.2 | -6 | 1 | -15 | 0.7 | -1 | -2.8 | -11
CCOC(=O)c1ccc(NC(=O)c2nc[nH]c2C(=O)N[C@@H](Cc2ccccc2)C(=O)OC(C)(C)C)cc1 | -20 | / | -75 | -4 | -5 | / | 2 | 0.2 | 0
CCc1ccccc1NC(=O)CCc1nc(-c2ccc(C)cc2)no1 | -17[20 µM] | 0.4 | -1 | -14 | -2 | 0.2 | 11 | / | -13
Cc1cc(CN(C)C(=O)CCc2nnc(Cc3cccc(C(F)(F)F)c3)o2)on1 | -11 | 0.6 | 20 | -3 | -1 | 0.9 | 34 | -2 | -14
O=C(CSc1nnc(NC(=O)c2ccc3c(c2)OCO3)s1)NCc1ccco1 | -7 | -0.2 | -79 | -2 | -3 | 0.4 | 80*[5 µM] | 1.3 | -14
O=C(NC1CCCCC1)c1ccc(NS(=O)(=O)c2cccc3cccnc23)cc1 | -12 | -0.6 | -19 | 5 | -5 | -0.5 | 42 | 0.061 | 13
Fc1ccc(COc2ccccc2-c2ccnc3ncnn23)cc1 | -17 | -2.2 | -260 | -7 | 0 | 0.0 | 16 | 0.048 | -3
Cc1ccc(CSc2nnc(CCCCCNC(=O)OC(C)(C)C)o2)cc1 | -10 | 1.0 | 13 | -3 | -1 | 0.9 | -2 | -0.48 | -7
COc1cc(-c2cc(C(=O)Nc3c(Cl)cc(Cl)cc3Cl)c3ccccc3n2)cc(OC)c1OC | -16 | 0.8 | -274 | -9 | 15 | 0.5 | 22 | 0.16 | -9
O=c1cnnc(Nc2ccc(Nc3ccccc3)cc2)[nH]1 | -23 | -0.2 | -35 | -1 | -7 | 0.6 | -13 | 0.38 | 0
COc1cccc(NC(=O)CC2C(=O)NCCN2C(=S)Nc2ccc(F)cc2)c1 (stereo not drawn) | -2 | 1.7 | 12 | 7 | 4 | 0.7 | -1 | 0.24 | 3
O=C(Nc1ccccc1Cl)Oc1ccc(Cl)cc1Cl | -11 | -0.7 | 11 | 4 | -5 | 0.4 | -1 | 0.043 | -16
CCOC(=O)COc1ccccc1/C=C1/NC(=O)NC1=O | -20 | 1.4 | -11 | -1 | -22 | -0.1 | 9 | 0.27 | -1
COC(=O)[C@H](CCSC)NC(=O)NC1CCN(Cc2ccccc2)CC1 | -25 | 2.3 | -15 | 1 | 6 | 0.9 | -5 | 0.54 | -19
CCOC(=O)c1ccccc1NC(=O)CN(c1ccccc1OCC)S(C)(=O)=O | -26 | -0.5 | -6 | -7 | -5 | -0.2 | 19 | -0.86 | -12
Cc1nc(SCC(=O)O)c(C#N)c(-c2ccco2)c1C(=O)N(C)C | -12 | 0.0 | 3 | -3 | -15 | 0.0 | 4 | 0.61 | 5
O=C(/C=C/c1ccco1)NC(=S)Nc1cccc(-c2nc3ccccc3s2)c1 | -9[20 µM] | 0.3 | / | / | -32 | 0.2 | / | 0.59 | /
Cc1cc2cc(C#N)c(NCCNC(=S)NCCCN3CCOCC3)nc2cc1C | -15 | -1.4 | -124 | -1 | -1 | -0.7 | 36 | -0.31 | -1
CCCCSc1nnc(-c2ccccc2NC(C)=O)c(=O)[nH]1 | -25 | -0.2 | 21 | -3 | -11 | 0.1 | 10 | 0.39 | -2
COc1ccc(NC(=O)C2CCC(=O)N2S(=O)(=O)c2ccc(C)cc2)c(OC)c1 (stereo not drawn) | -17[20 µM] | 1.0 | 12 | 3 | 6 | 0.0 | 4 | 1 | -6
Cc1ccc(N2C(=O)C3C4C=CC(CNC(=S)N5CCN(c6cccc(C)c6)C(C)C5)(O4)C3C2=O)cc1 (stereo not drawn) | -9 | -0.7 | 18 | -6 | 0 | 0.4 | 14 | 0.84 | 8
NC(=O)c1ccccc1NC(=O)Nc1ccc(F)c(Cl)c1 | -14 | 3.1 | -7 | -3 | 11 | 1.0 | 16 | 0.68 | -3
CC(=O)CC1(O)C(=O)Nc2ccccc21 (stereo not drawn) | -13 | 2.8 | 17 | 0 | -3 | 0.0 | 8 | / | -4
COc1ccc2[nH]c(=O)c(CN(Cc3nnnn3Cc3ccccc3)CC3CCCO3)cc2c1 (stereo not drawn) | -11 | 0.3 | -40 | 0 | -8 | 0.6 | 14 | / | 0
O=C(C(Cc1ccccc1)N1C(=O)C2C3C=CC(C3)C2C1=O)N1CCCCC1 (stereo not drawn) | -13[20 µM] | -0.2 | 19 | -3 | 2 | 0.1 | 24 | -1.9 | 15
CC(=O)c1c(C)c[nH]c1C | -10 | 0.6 | 7 | 0 | 41 | 1.5 | -2 | / | -17
CCC1CCCCN1S(=O)(=O)c1ccc(NC(=O)CSc2ncccc2C(=O)O)cc1 (stereo not drawn) | -21 | -0.3 | 4 | 3 | 1 | 0.7 | 16 | 0.14 | -20
O=C(CN1C(=O)C2CCCN2C(=O)c2ccccc21)Nc1ccccc1-n1cccc1 (stereo not drawn) | -17 | 0.7 | / | / | 1 | 0.1 | / | / | /
CCn1c(SCc2ccc(F)cc2)nnc1C1CCN(S(=O)(=O)c2ccc(OC)cc2)CC1 | -10[20 µM] | 2.0 | 59* | 8 | -1 | 1.2 | -5 | / | 6
O=C(COc1ccc(Br)cc1)Nc1ccc2c(c1)C(=O)NC2=O | -12 | 0.6 | -7 | / | -2 | 0.0 | -2 | -0.19 | -16
COc1ccc(C(=O)NC(Oc2ccccc2)C(Cl)(Cl)Cl)cc1 (stereo not drawn) | -17 | -1.2 | 2 | 1 | 0 | -0.9 | -3 | / | 4
O=C(CN1CCC(n2cnc3cc(F)ccc32)CC1)Nc1ccccc1Br | -38 | 1.5 | -32 | -9 | -1 | 1.4 | 1 | -1.8 | -9
CCC(=O)N1CCCc2cc(S(=O)(=O)N3CCC(N4CCCCC4)CC3)ccc21 | 7 | 0.2 | 13 | -7 | 0 | 0.9 | 22 | -0.016 | -5
O=C(NCc1ccco1)c1ccc(Cn2c(=O)c3ccccc3n(Cc3cccc(F)c3)c2=O)cc1 | -23[20 µM] | -0.7 | -47 | 1 | -3 | 0.0 | -8 | -1.6 | 13
CCOC(=O)c1ccc(NC(=O)C2(c3ccc(OC)cc3)CCOCC2)cc1 | -10[20 µM] | 0.2 | 10 | -8 | 0 | -0.9 | 11 | -0.51 | 18
Cc1ccc(NC(=O)C2CCCN(C(=O)c3ccc(Cl)cc3)C2)c(C)c1 (stereo not drawn) | -10 | -0.3 | -2 | -4 | -5 | 0.5 | -4 | -0.7 | -3
Cc1cc2c(Nc3ccccc3)ncnc2s1 | 3 | -3.0 | 8 | -2 | -3 | -0.8 | 1 | -1.2 | -10
Cc1cccc(-c2nc3c(c(SCC(N)=O)n2)CCCC3)c1 | -10[20 µM] | 2.2 | -2 | -3 | 6 | 0.2 | 34 | 0.67 | 2
Cc1[nH]c2ccccc2c1/C=N/NC(=O)CNC(=O)c1ccc2c(c1)OCCO2 | -22 | 1.6 | -4 | -1 | -34 | 0.3 | -6 | -0.8 | -9
COc1ccc(-c2oc(NC(=O)c3ccc(C)cc3)c(C#N)c2-c2ccc(OC)cc2)cc1 | -8[20 µM] | -0.3 | -151 | 7 | -21 | 0.6 | -8 | / | 7
